Compound activity: PubChem BioAssay, Vanderbilt High Throughput Screening Facility
AMPAR-TARP mod: modulates AMPAR-stargazin complexes; HEK293 GluA2+stargazin, membrane potential dye (FDSS), glutamate EC50; hits were called plate by plate, in both directions; calls only at 30 µM; hit rate 3.5% among 40,000;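 active means any of four per-well response measures lying three or more SD from its plate-wide compound average, in either direction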
Target sequence (O88602 whole entry, looked up): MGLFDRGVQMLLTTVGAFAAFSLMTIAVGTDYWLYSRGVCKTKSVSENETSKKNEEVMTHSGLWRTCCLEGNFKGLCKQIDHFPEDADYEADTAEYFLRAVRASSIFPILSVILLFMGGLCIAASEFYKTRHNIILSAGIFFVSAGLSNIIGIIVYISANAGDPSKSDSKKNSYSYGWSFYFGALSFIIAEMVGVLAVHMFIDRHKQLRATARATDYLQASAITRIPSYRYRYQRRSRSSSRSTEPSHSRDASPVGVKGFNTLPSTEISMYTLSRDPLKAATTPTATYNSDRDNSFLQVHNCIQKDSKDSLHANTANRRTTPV
Target sequence (P19491 whole entry, looked up): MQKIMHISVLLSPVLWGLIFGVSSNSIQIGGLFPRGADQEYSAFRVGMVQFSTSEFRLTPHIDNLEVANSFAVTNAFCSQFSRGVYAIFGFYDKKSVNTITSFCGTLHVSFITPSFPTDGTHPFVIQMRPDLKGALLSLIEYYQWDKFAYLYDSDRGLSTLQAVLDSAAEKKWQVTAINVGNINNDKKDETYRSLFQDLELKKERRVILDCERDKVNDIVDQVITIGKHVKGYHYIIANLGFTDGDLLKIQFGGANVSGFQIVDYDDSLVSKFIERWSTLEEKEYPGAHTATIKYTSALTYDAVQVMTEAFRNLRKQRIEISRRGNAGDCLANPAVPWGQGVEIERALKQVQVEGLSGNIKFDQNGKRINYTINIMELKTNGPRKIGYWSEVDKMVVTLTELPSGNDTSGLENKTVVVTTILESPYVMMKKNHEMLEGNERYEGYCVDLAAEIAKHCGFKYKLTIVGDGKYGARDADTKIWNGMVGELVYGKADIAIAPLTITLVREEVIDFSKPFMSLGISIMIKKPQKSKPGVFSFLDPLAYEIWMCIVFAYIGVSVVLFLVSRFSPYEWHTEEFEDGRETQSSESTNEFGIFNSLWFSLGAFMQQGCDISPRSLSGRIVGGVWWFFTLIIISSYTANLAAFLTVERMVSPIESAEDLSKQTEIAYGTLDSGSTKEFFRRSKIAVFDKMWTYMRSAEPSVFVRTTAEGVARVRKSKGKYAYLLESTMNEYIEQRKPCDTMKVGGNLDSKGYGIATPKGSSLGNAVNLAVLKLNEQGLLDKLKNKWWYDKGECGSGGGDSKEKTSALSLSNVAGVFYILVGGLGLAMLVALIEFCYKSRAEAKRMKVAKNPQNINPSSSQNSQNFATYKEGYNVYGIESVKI
AMPAR-TARP mod agonism max-min: further read-out of AMPAR-TARP mod, marked with its call; compound max-min signal; compound-alone response (agonism);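 unitless range of fluorescence divided by baseline over first 100 seconds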
AMPAR-TARP mod glutamate slope: second read-out of AMPAR-TARP mod, no call of its own (marks repeat the call); glutamate slope, % of max; measured here: glutamate response slope, % max;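 scaled per plate between vehicle wells and maximal 1 mM glutamate control wells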
The depositor's hits bear a star; i = inactive; + = active, no number. These rows are one share of the data (hit frequency here may not be typical).

# | SMILES | AMPAR-TARP mod | AMPAR-TARP mod agonism max-min | AMPAR-TARP mod glutamate slope
1 | O=C(c1ccc(=O)n(Cc2ccc(F)cc2)n1)N1CCN(c2ccccc2F)CC1 | i | 0.0941 | 51.0
2 | Cc1ccnc(OCC(=O)Nc2ccc(Nc3ccc(-n4cccn4)nn3)cc2)n1 | i | 0.0612 | 50.8
3 | CC1Cc2cc(-c3cc(CC(=O)NCCCn4ccnc4)no3)ccc2O1 (centres undefined) | i | 0.0432 | 34.5
4 | Cc1nc2nnc(SCc3ccccc3Cl)n2c(C)c1CCC(=O)O | i | 0.0921 | 49.2
5 | Cc1nc2ccc(NC(=O)C3CCCCN3S(C)(=O)=O)cc2s1 (centres undefined) | i | 0.0493 | 36.6
6 | Cc1cccc(NC(=O)CCc2c(C)nn(-c3nc(C)cc(=O)[nH]3)c2C)n1 | i | 0.0865 | 55.7
7 | Cn1nc(NC(=O)c2cccn(C)c2=O)c2c1NC(=O)CC2c1ccco1 (centres undefined) | i | 0.128 | 51.1
8 | CCOc1ccc(CC(=O)N2CCN(C(=O)c3cnn4ccccc34)CC2)cc1 | i | 0.0807 | 52.5
9 | O=C1/C(=C/c2ccccc2Cl)Oc2cc(OC(=O)N3CCOCC3)ccc21 | i | 0.092 | 61.9
10 | CCC(=O)OCCN1C(=O)c2cccc3c(N4CCCCC4)ccc(c23)C1=O | + | 0.24* | 40.2*
11 | COc1ccc(-n2c(-c3ccccc3)cn3c4c(=O)n(CC(N)=O)c(=O)n(C)c4nc23)c(OC)c1 | i | 0.0544 | 59.4
12 | CC(=O)Nc1ccc(C(=O)NCCNC(=O)c2sc(-c3ccccc3)nc2C)cc1 | i | 0.0476 | 42.9
13 | O=C(Nc1ccc2c(c1)CN(C(=O)c1ccco1)CC2)c1cnccn1 | + | 0.191* | 55.4*
14 | O=C(NCCCn1nc(-c2ccccc2)ccc1=O)NC1CCCCC1 | i | 0.053 | 42.7
15 | Cc1c(Cl)cccc1N1CC(c2nc3ccccc3n2Cc2ccccc2)CC1=O (centres undefined) | i | 0.0727 | 56.0
16 | CC(C)Oc1ccc(NC(=O)c2cccc(Cl)c2)cc1 | i | 0.0904 | 66.5
17 | CCOC(=O)Cn1c(=O)c2c(nc3n2CCCN3c2ccccc2)n(C)c1=O | i | 0.0736 | 62.1
18 | CC(=O)N1CCc2ccc(NC(=O)c3cccc(Br)c3)cc21 | i | 0.113 | 47.9
19 | Cc1cccc(NC(=O)CN2CCN(c3nccn3-c3ccccc3F)CC2)c1C | i | 0.0264 | 35.2
20 | Cc1ccc(S(=O)(=O)c2c(C)nn(C(C)(C)C)c2OC(=O)c2ccccc2)cc1 | i | 0.0429 | 74.9
21 | O=C(NCCCSc1nc2ccccc2o1)Nc1ncccn1 | i | 0.0686 | 36.9
22 | CCN(CC)CCN1C(=O)C(=O)/C(=C(/O)c2ccc(Cl)cc2)C1c1ccccn1 (centres undefined) | i | 0.126 | 56.7
23 | O=c1nc(SCc2cccc([N+](=O)[O-])c2)c2c(n1CCCO)CCC2 | i | 0.0773 | 56.1
24 | CN(Cc1ccco1)S(=O)(=O)c1ccc(C(=O)Nc2ccc3sccc3c2)cc1 | i | 0.0756 | 53.7
25 | COc1cccc(C(=O)Nc2ccc3c(c2)CCCN3S(=O)(=O)c2ccccc2)c1 | i | 0.108 | 76.0
26 | CC(C)c1ccc(NC(=O)C(=O)NCC(c2cccn2C)N2CCOCC2)cc1 (centres undefined) | i | 0.0917 | 60.8
27 | CSc1ccc(CC(=O)Nc2nnc(-c3cc(C)n(C)n3)o2)cc1 | i | 0.0839 | 42.8
28 | COCCCNC(=O)C(=O)Nc1c2c(nn1-c1ccc(C)cc1C)CSC2 | i | 0.0388 | 43.0
29 | CC(C)S(=O)(=O)c1cccc(C(=O)Nc2ccc(Br)cc2)c1 | i | 0.0765 | 49.6
30 | Cc1ccc2c(c1)NC(SCC(=O)Nc1ccc(C)c(Cl)c1)=NS2(=O)=O | i | 0.0445 | 51.9
31 | Cc1onc(-c2ccccc2Cl)c1C(=O)Nc1cccc(-c2cn3cccnc3n2)c1 | i | 0.13 | 61.9
32 | Cc1cc(NC(=O)Nc2ccccc2)ccc1N1CCCCC1=O | i | 0.0922 | 50.2
33 | CN(C)c1cccc(C(=O)N2CCc3cc(S(=O)(=O)NC4CCCC4)ccc32)c1 | i | 0.103 | 64.0
34 | COc1ccc(SCCC(=O)Nc2nc3c(F)cc(F)cc3s2)cc1 | i | 0.119 | 58.0
35 | CC(Oc1ccccc1)C(=O)N1CCN(c2ncnc3c2nnn3-c2cccc(F)c2)CC1 (centres undefined) | i | 0.066 | 51.0
36 | CC(=O)N1CC(C(=O)NCCC(c2ccccc2)c2ccccc2)C1 | i | 0.0842 | 52.7
37 | COc1ccc(CCC(=O)Nc2ccc3c(c2)CCCN3S(=O)(=O)c2ccc(F)cc2)cc1 | i | 0.0994 | 55.5
38 | COc1cc(OC)cc(C(=O)N2CCN(Cc3nnnn3-c3ccc(F)c(F)c3)CC2)c1 | i | 0.101 | 56.3
39 | O=C(CN1CCN(S(=O)(=O)c2ccc(Cl)cc2)CC1)Nc1ccc(Cl)c(C(F)(F)F)c1 | i | 0.0974 | 33.3
40 | CCCn1c(=O)c2c(nc3n(-c4ccc(OC)cc4)c(C)c(C)n23)n(C)c1=O | i | 0.135 | 72.1
41 | O=C(CCSc1ccccc1)NCCOc1ccc2nnc(-c3ccccc3)n2n1 | i | 0.0722 | 37.9
42 | COc1cccc(OC)c1C(=O)NCCN1CCC(c2cccs2)CC1 | i | 0.072 | 62.9
43 | CN(C1CCCC1)S(=O)(=O)c1ccc(C(=O)Nc2cc(Cl)ccc2Cl)cc1 | i | 0.0482 | 66.1
44 | COc1ccc(-c2ccc(=O)n(CCCNC(=O)C3CCCCC3)n2)cc1 | i | 0.054 | 58.8
45 | CSCCC(C)(O)CNS(=O)(=O)c1ccc(F)cc1C (centres undefined) | i | 0.123 | 59.3
46 | COc1ccc(C(=O)Nc2ccc3c(c2)CCC(=O)N3Cc2ccccc2)c(OC)c1 | i | 0.0691 | 43.5
47 | O=C(CSc1nc2ccccc2s1)N1CCN(c2ccc(-c3ccco3)nn2)CC1 | i | 0.0271 | 29.2
48 | Cc1ccc(N2C(=O)C3CNC4(C(=O)Nc5ccc(Br)cc54)C3C2=O)cc1 (centres undefined) | i | 0.0664 | 55.9
49 | O=C(NCc1ccccc1)C1CN(C(=O)COc2ccccc2F)C1 | i | 0.0875 | 57.0
50 | CC1CCCCN1S(=O)(=O)c1ccc(C(=O)Nc2ccc3ncsc3c2)cc1 (centres undefined) | i | 0.0691 | 45.4
51 | CC(NC(=O)CSc1nccc(=O)[nH]1)c1ccccc1 (centres undefined) | i | 0.0917 | 42.6
52 | O=C(NCC1CCN(C(=O)Oc2ccccc2)CC1)C(=O)Nc1ccc(F)c(Cl)c1 | i | 0.094 | 55.6
53 | Cc1cc(C(=O)Nc2nc(-c3ccccc3)c(C(=O)c3ccccc3)s2)on1 | i | 0.0382 | 29.9
54 | Cc1cccc(CS(=O)(=O)NCC(c2ccco2)N(C)C)c1 (centres undefined) | i | 0.0797 | 51.6
55 | Cc1ccc(SC(C)C(=O)Nc2ccc3c(c2)OCCO3)cc1 (centres undefined) | i | 0.0706 | 14.9
56 | COc1c(C)cc(S(=O)(=O)Nc2ccc3c(c2)N(C(=O)C2CC2)CC3)cc1C | i | 0.0896 | 44.6
57 | O=C(NCCc1csc(-c2ccc(F)cc2)n1)Nc1ccccc1C(F)(F)F | i | 0.0941 | 67.5
58 | COc1ccc(-c2ccc(=O)n(CCNS(=O)(=O)c3cccc(C)c3)n2)cc1 | i | 0.0423 | 9.3
59 | CCOC(=O)CC1C(=O)NCCN1Cc1cccc(C)c1 (centres undefined) | i | 0.051 | 64.0
60 | CCOc1ccc(C(=O)Nc2ccc3nc(C)n(-c4ccc(F)cc4)c(=O)c3c2)cc1 | i | 0.0863 | 58.3

(list continues)
# | SMILES | AMPAR-TARP mod | AMPAR-TARP mod agonism max-min | AMPAR-TARP mod glutamate slope
61 | COC(=O)N1CCC(CNC(=O)C(=O)NCc2cccs2)CC1 | i | 0.0777 | 60.3
62 | COc1ccc(S(=O)(=O)Cc2nc(-c3ccc(OC)c(OC)c3)no2)cc1 | i | 0.0981 | 51.5
63 | CN(C)C(CNC(=O)C(=O)NCCC1=CCCCC1)c1ccsc1 (centres undefined) | i | 0.0532 | 61.6
64 | N#Cc1cccc(C(=O)NCC2CCN(c3ncccn3)CC2)c1 | i | 0.0994 | 58.3
65 | COc1cc(C2CC(=O)N3CN(c4ccc(F)cc4)CSC3=C2C#N)cc(Br)c1O (centres undefined) | i | 0.0963 | 75.6
66 | CN(Cc1ccco1)S(=O)(=O)c1ccc(C(=O)Nc2nc(-c3ccc([N+](=O)[O-])cc3)cs2)cc1 | i | 0.0707 | 47.3
67 | Cc1ccc(C)c(C(=O)Nc2ccc(Oc3ccc(C)nn3)cc2)c1 | i | 0.0645 | 61.3
68 | CC(C)S(=O)(=O)c1cccc(C(=O)Nc2nc3cc4c(cc3s2)OCO4)c1 | i | 0.0688 | 53.4
69 | Cc1cc(NS(=O)(=O)c2cccc(Cl)c2)ccc1N1CCCC1=O | i | 0.0519 | 41.7
70 | O=C(NCCS(=O)(=O)N1CCN(c2ccccn2)CC1)c1ccco1 | i | 0.0804 | 55.7
71 | CCCc1ccc(S(=O)(=O)NCC2CCN(C3CCCC3)CC2)cc1 | + | 0.284* | 75.0*
72 | COC(=O)Cn1c(=NC(=O)c2cc(C)no2)sc2cc(F)cc(F)c21 | i | 0.143 | 52.2
73 | CSc1ccc(CC(=O)Nc2nc(-c3ccc4c(c3)OCO4)cs2)cc1 | i | 0.0922 | 54.1
74 | CC(C)(C)n1ncc2c(=O)n(NC(=O)c3c(F)cccc3Cl)cnc21 | i | 0.0284 | 36.1
75 | CCOC(=O)CCC(=O)NCC1CCN(C(=O)c2snnc2C)CC1 | i | 0.0504 | 31.0
76 | CC(C)(C)c1ccc(C(=O)NNC(=O)c2cccn(Cc3ccc(F)cc3)c2=O)cc1 | i | 0.0593 | 45.2
77 | CC(=O)Nc1ccc(NC(=O)c2oc3ccc(C)cc3c2C)cc1 | i | 0.079 | 63.3
78 | Cc1nccn1CCNC(=O)C(=O)NC(C)(C)C | i | 0.116 | 45.4
79 | CCOC(=O)C1CCc2sc(NC(=O)c3cc(Cl)ccn3)nc21 (centres undefined) | i | 0.185 | 79.1
80 | CC(C)(Oc1ccc(Cl)cc1)C(=O)Nc1cc(C(C)(C)C)nn1CCO | i | 0.0937 | 68.1
81 | CCN(CC)C(=O)N1CCN(S(=O)(=O)c2ccc(F)cc2)CC1 | i | 0.0712 | 72.8
82 | CCc1ccccc1OCC(=O)Nc1cccc(OC)c1 | i | 0.0496 | 91.0
83 | COc1ccc(OC)c(S(=O)(=O)Nc2cccc(N3CCCCC3=O)c2)c1 | i | 0.0456 | 63.4
84 | CCc1nnc2ccc(N3CCN(S(=O)(=O)c4ccc(OC)c(F)c4)CC3)nn12 | i | 0.0837 | 32.0
85 | COc1ccc(S(=O)(=O)CC(=O)Nc2nc3c(C)cc(Cl)cc3s2)cc1 | i | 0.0606 | 51.1
86 | CCC(=O)Nc1cc(C)c(OC)c(C)c1 | i | 0.0669 | 33.0
87 | CCCOc1cn(-c2ccc(F)cc2)nc1C(=O)N1CCN(C(C)=O)CC1 | i | 0.0494 | 39.2
88 | CC(=O)c1ccc(NC(=O)CN2CCC(c3nnc(C(C)C)o3)CC2)cc1 | i | 0.0751 | 60.2
89 | CCCNC(=O)C(=O)NCC1OCCCN1S(=O)(=O)c1ccc(OC)c(C)c1 (centres undefined) | i | 0.0637 | 89.2
90 | CC(C)c1cc(=O)n(CC(=O)Nc2ccc(C(N)=O)cc2)cn1 | i | 0.102 | 57.5

Reprinted from the part before: four compounds; new compounds follow.
# | SMILES | AMPAR-TARP mod | AMPAR-TARP mod agonism max-min | AMPAR-TARP mod glutamate slope
87 | CCCOc1cn(-c2ccc(F)cc2)nc1C(=O)N1CCN(C(C)=O)CC1 | i | 0.0494 | 39.2
88 | CC(=O)c1ccc(NC(=O)CN2CCC(c3nnc(C(C)C)o3)CC2)cc1 | i | 0.0751 | 60.2
89 | CCCNC(=O)C(=O)NCC1OCCCN1S(=O)(=O)c1ccc(OC)c(C)c1 (centres undefined) | i | 0.0637 | 89.2
90 | CC(C)c1cc(=O)n(CC(=O)Nc2ccc(C(N)=O)cc2)cn1 | i | 0.102 | 57.5
91 | Cc1ccc2nc(NC(=O)c3ccc(=O)n(Cc4cccc([N+](=O)[O-])c4)c3)sc2c1 | i | 0.0927 | 38.0
92 | COc1ccccc1-c1ccc(N2CCC(C(=O)NCCc3c[nH]c4ccccc34)CC2)nn1 | i | 0.131 | 92.0
93 | O=C(COc1cccc2c1CCNC2=O)NC1CCCCC1 | i | 0.0725 | 56.3
94 | O=C(NCc1cccs1)C(=O)NCC1CCN(C(=O)Nc2ccc(F)cc2)CC1 | i | 0.0864 | 60.2
95 | Cn1nc(CNC(=O)NCc2ccc(Cl)cc2)c2ccccc2c1=O | i | 0.129 | 55.9
96 | O=C(Nc1ccc(N2CCN(Cc3ccccc3)CC2)cc1)c1ccc(Br)o1 | i | 0.0612 | 47.9

Retrieved one by one from above (two):
# | SMILES | AMPAR-TARP mod | AMPAR-TARP mod agonism max-min | AMPAR-TARP mod glutamate slope
96 | O=C(Nc1ccc(N2CCN(Cc3ccccc3)CC2)cc1)c1ccc(Br)o1 | i | 0.0612 | 47.9
95 | Cn1nc(CNC(=O)NCc2ccc(Cl)cc2)c2ccccc2c1=O | i | 0.129 | 55.9

An excerpt from above in order of SMILES length, high to low:
# | SMILES | AMPAR-TARP mod | AMPAR-TARP mod agonism max-min | AMPAR-TARP mod glutamate slope
91 | Cc1ccc2nc(NC(=O)c3ccc(=O)n(Cc4cccc([N+](=O)[O-])c4)c3)sc2c1 | i | 0.0927 | 38.0
94 | O=C(NCc1cccs1)C(=O)NCC1CCN(C(=O)Nc2ccc(F)cc2)CC1 | i | 0.0864 | 60.2
96 | O=C(Nc1ccc(N2CCN(Cc3ccccc3)CC2)cc1)c1ccc(Br)o1 | i | 0.0612 | 47.9
